Screening data as filed in PubChem.
MLL CXXC-DNA inh: qHTS Fluorescence Polarization Assay for Inhibitors of MLL CXXC domain - DNA interaction; Histone-lysine N-methyltransferase 2A (Homo sapiens), Q03164; AID 2662, 2010; MLL-CXXC / FITC-HOXA9 DNA fluorescence polarization; hit rate 0.037% among 290,000; Potency, µM (series often up to 115 µM), inactives show top-dose activity change, negative = inhibition, most hits filed as inhibitors; active means well fitted inhibition curve with a large enough effect in the polarisation, with a control signal flat, not every such curve was filed as active; inconclusive means small, poorly fitted or top-dose-only effect, or effect the other way, or a change in a side signal; inactive means no such curve, though single readings can be large or run the other way; the % refers to the polarisation; further: potency means the concentration at half of the fitted maximal effect
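Steps: dispense CXXC domain solution (7 uM) → pin compounds or unlabeled HOX-A9 DNA control → 5 min ambient → add FLSN-HOX-A9 solution (50 nM) → spin → 30 min ambient → fluorescence polarization. Tris pH 7.5/NaCl/DTT/BSA buffer.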
PTAP TSG101 blk: qHTS Assay for Iinhibitors of HIV-1 Budding by Blocking the Interaction of PTAP/TSG101; Tumor susceptibility gene 101 protein (Homo sapiens), Q99816; Fluorescence polarization, FITC-PTAP peptide / Tsg101 binding; Potency, µM (top dose mostly 115 µM), inactives show top-dose activity change, negative = inhibition, actives largely listed as inhibitors; 340,000 tested, under 10 active; AID 493005, 2010; active means well fitted inhibition curve with a large enough effect in the main read-out, with a control signal flat, not every such curve was filed as active; inconclusive means small, poorly fitted or top-dose-only effect, or effect the other way, or a change in a side signal; inactive means no such curve, though single readings can be large or run the other way; further: potency means the concentration at half of the fitted maximal effect; % of control where 0% means no effect
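Fluorescence polarization binding of Tsg101 binding domain (10 uM final) to FITC-labeled PTAP peptide (50 nM final) in HEPES pH 7.5 buffer with NaCl, Tween 20, EDTA, TCEP. Compounds added before peptide; binding 20 min at RT.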
Menin-MLL TR inh: qHTS Assay for Inhibitors Targeting the Menin-MLL Interaction in MLL Related Leukemias: Competition With Texas Red Labeled MLL-derived Mutant Peptide. O00255. Menin + Texas Red MLL mutant peptide, fluorescence polarization. Potency, µM (highest dose often 61.6 µM), for the others: top-dose FP activity change, negative = inhibition, usual class: inhibitors. hit rate 0.23% among 270,000. AID 1768, 2009; active means well fitted inhibition curve with a large enough effect in the polarisation, with a control signal flat, not every such curve was filed as active; inconclusive means small, poorly fitted or top-dose-only effect, or effect the other way, or a change in a side signal; inactive means no such curve, though single readings can be large or run the other way; the % refers to the polarisation; further: potency means the concentration at half of the fitted maximal effect; % of control where 0% means no effect; many of its hits are not listed in these tables
TCR act: Activators of T cell receptors: qHTS campaign | Potency, µM (series often up to 9.22 µM), inactives show at the top dose activation of IL-2 secretion, actives largely listed as activators | 330,000 tested, under 10 active | AID 504894, 2011 | primary human leukocytes, anti-CD3, IL-2 HTRF, 48 h; further: % of control where 0% means no effect
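Compounds are tested in HTS on primary human leukocytes co-incubated with a-CD3 beads for 48 hr. IL-2 output is measured by time-resolved FRET.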
MBNL1 CUG block: qHTS Assay for Inhibitors of MBNL1-poly(CUG) RNA binding | Muscleblind-like protein 1 (Homo sapiens), Q9NR56 | TR-FRET MBNL1-His/biotin-(CUG)12 binding, 665/545 ratio | Potency, µM (top dose mostly 57.5 µM), inactives show at the top dose activity change, negative = inhibition, hits mostly inhibitors | hit rate 0.036% among 280,000 | AID 2675, 2010; active means well fitted inhibition curve with a large enough effect in the signal ratio, with a control signal flat, not every such curve was filed as active; inconclusive means small, poorly fitted or top-dose-only effect, or effect the other way, or a change in a side signal; inactive means no such curve, though single readings can be large or run the other way; the % refers to the signal ratio; further: potency means the concentration at half of the fitted maximal effect; on the % scale 0 is the no-effect control and ±100 the full control effect
Target sequence (Q9NR56 whole entry, looked up): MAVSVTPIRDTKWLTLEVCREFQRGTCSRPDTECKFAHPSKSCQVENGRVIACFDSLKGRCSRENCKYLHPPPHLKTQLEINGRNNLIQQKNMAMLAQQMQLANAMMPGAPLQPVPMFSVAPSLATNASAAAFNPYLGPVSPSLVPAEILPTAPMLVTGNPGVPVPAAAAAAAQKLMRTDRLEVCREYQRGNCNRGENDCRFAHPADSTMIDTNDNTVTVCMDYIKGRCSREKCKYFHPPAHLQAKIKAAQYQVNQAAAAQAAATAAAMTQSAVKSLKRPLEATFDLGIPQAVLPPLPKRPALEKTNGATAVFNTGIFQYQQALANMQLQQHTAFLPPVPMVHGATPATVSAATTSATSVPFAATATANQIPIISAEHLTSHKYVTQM
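MBNL1-His + Biotin-(CUG)12, cpd titration 92 nM–58 uM; Tb anti-His Ab 0.055 ng/ul, SA-XL665 5 nM (final); 60 min RT; ratiometric 665/545 nm, Ex 340 nm; normalized to buffer and full-complex controls.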
Mito fusion yeast: qHTS Assay for Small Molecule Inhibitors of Mitochondrial Division or Activators of Mitochondrial Fusion; hit rate 0.23% among 320,000; Potency, µM (top dose mostly 46.1 µM), for inactives: top-dose growth rescue (activation), hits mostly activators; S. cerevisiae fusion-defective mutant growth rescue, CellTiterGlo 48 h;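 further: potency means the concentration at half of the fitted maximal effect; % of control where 0% means no effect; nearly all actives have a fitted effect of over 45% in size; temperature-sensitive fusion mutants such as fzo1-1 at 37 °C on non-fermentable ethanol glycerol medium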
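Temperature-sensitive fusion-defective S. cerevisiae (e.g. fzo1-1, mgm1-5) were grown with compound in YPEG medium (3% ethanol, 3% glycerol) for 48 hours at 37C. Growth rescue was measured as viability by CellTiterGlo luminescence after 10 minutes at ambient.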
Integrin act MD: qHTS for Activators of Integrin-Mediated Alleviation for Muscular Dystrophy; alpha7betagal myoblasts, beta-gal FDG fluorescence, 48 h; hit rate 0.064% among 350,000; Potency, µM (titrated, usually from 38.3 µM), for the others: at the top dose activation, hits mostly activators;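 further: potency means the concentration at half of the fitted maximal effect; 100% = response of the positive control SU9516; nearly all actives have a fitted effect of over 60% in size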
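Alpha7betagal+/- myoblasts (passage 13) were plated 16-24 hr, then exposed to compounds (1:260 dilution of DMSO stock) for 48 hours at 37C. After MPER lysis, β-galactosidase reporter activity was read as FDG fluorescence (ex 480/em 540) after 30 minutes.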
ASM inhibitor: Inhibitors of Secretory Acid Sphingomyelinase (S-ASM): qHTS. Sphingomyelin phosphodiesterase (Homo sapiens), P17405. placental ASM, HMU-PC fluorogenic substrate, 60 min. Potency, µM (doses to about 57.5 µM), for inactives: top-dose activity change, negative = inhibition, usual class: inhibitors. hit rate 0.006% among 340,000. AID 504937, 2011; further: potency means the concentration at half of the fitted maximal effect
Target sequence (P17405 47-631 limits assumed): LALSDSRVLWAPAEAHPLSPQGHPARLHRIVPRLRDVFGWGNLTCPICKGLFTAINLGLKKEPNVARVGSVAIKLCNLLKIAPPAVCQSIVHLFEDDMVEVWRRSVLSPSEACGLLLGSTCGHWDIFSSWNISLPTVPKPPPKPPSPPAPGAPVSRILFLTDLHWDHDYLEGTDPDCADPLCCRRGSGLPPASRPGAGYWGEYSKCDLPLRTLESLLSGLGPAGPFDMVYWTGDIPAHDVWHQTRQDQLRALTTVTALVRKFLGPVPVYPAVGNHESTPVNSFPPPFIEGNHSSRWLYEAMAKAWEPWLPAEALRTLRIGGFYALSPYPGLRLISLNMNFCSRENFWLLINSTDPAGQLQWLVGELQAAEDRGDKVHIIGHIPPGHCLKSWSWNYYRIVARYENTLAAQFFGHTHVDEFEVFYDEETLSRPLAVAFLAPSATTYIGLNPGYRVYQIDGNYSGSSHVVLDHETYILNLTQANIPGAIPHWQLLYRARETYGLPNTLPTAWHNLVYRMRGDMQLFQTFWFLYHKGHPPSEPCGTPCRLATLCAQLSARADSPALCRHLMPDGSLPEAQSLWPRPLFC
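qHTS format. ASM enzyme prepared from human placenta hydrolyses the fluorogenic substrate HMU-PC0 (9 uM final) over 60 min at 37 °C after a 10 min compound preincubation.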
AT treatment: qHTS Assay for Identifying a Potential Treatment of Ataxia-Telangiectasia. Potency, µM (titrated, usually from 57.5 µM), for the others: at the top dose activation, most hits filed as activators. AID 485349, 2010. hit rate 0.19% among 320,000. […] A-T fibroblasts, KAP-1 phosphorylation AlphaLISA; neocarzinostatin DNA damage 30 min before lysis; further: potency means the concentration at half of the fitted maximal effect; % of control where 0% means no effect; nearly all actives have a fitted effect of over 45% in size
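hTERT-immortalized A-T patient fibroblasts ([…]), 500 cells/well in OPTI-MEM, 1% FBS, got compounds for 60 min, then NCS for 30 min at 37C. Lysates were then assayed for phospho-KAP-1 by AlphaLISA (anti-pKAP1 donor, anti-KAP1 acceptor beads), 6 hr at 25C.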
TSHR antagonist: Antagonists of the Thyroid Stimulating Hormone Receptor: HTS campaign; Thyrotropin receptor (Homo sapiens), P16473; AID 504810, 2011; TSHR-expressing cells, TSH-stimulated cAMP HTRF, 2 h; hits give low values; activity change, negative = inhibition, % at 11.5 µM; hit rate 0.2% among 330,000;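 active means activity change below a set negative limit, meaning inhibition stronger than a set level, cut at about -70% in these data; inconclusive means activity change between two set negative limits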; further: on the % scale 0 is the no-effect control and ±100 the full control effect
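Inhibition of cAMP made by TSHR-expressing cells under TSH stimulation (4nM final, EC80; 2 h, 37 deg C) is quantified with a one-step lysis HTRF kit, anti-cAMP cryptate versus cAMP-d2.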
Active calls of the source: *; ? = inconclusive; nt = no result given; [ ] = remark or other dose. Unless noted, the call rests on the fitted dose curve; in most records, active means well fitted curve in the direction sought with a large enough effect; inconclusive means small, poorly fitted or top-dose-only effect, or another doubt; inactive means no such curve, though single readings can be large; an effect the other way counts as inactive or inconclusive.

structure	MLL CXXC-DNA inh	PTAP TSG101 blk	Menin-MLL TR inh	TCR act	MBNL1 CUG block	Mito fusion yeast	Integrin act MD	ASM inhibitor	AT treatment	TSHR antagonist
CCOc1ccc(NC(=O)C2CC(=O)N(c3ccccc3F)C2)cc1 (stereo not drawn)	4%	1%	-1%	-2%	-4%	-3%	10%	1%	3%	1
Cc1nn(Cc2noc(C(=O)NCc3ccc4c(c3)OCO4)n2)c(C)c1Br	1%	-5%	-3%	0%	3%	-7%	?	-2%	-3%	-8
O=C(CS(=O)(=O)c1cn(CC(=O)N2CCCC2)c2ccccc12)Nc1ccccc1F	1%	nt	-17%	-2%	1%	-2%	22%	7%	-13%	-10
Cc1ccnc(SCc2cc(=O)c(OC(=O)c3ccccc3)co2)n1	209%[activator]	-2%	-6%	-10%	-11%	1%	-9%	2%	0%	-12
Cc1nc(C/C(=N\Nc2ccccc2)c2ccc(O)cc2O)cs1	-8%	1%	?	-2%	-1%	-4%	0%	?	5%	1
CC(C)Oc1ccc(C(=O)NC2(C(F)(F)F)N=C3SCCN3C2=O)cc1 (stereo not drawn)	5%	-7%	2%	-4%	1%	1%	11%	-8%	-4%	-8
c1cncc(CSc2nnc(-c3cccnc3)n2Cc2ccco2)c1	-1%	nt	-1%	nt	4%	0%	nt	nt	8%	1
COc1ccc(C)cc1C(=O)C1CC(C(=O)O)C(C)(C)C1C (stereo not drawn)	12%	-3%	8%	-1%	-5%	4%	3%	3%	-3%	-6
Cc1cc(N2C(=O)C(=O)/C(=C(/O)c3ccc(F)cc3)C2c2cccc(Br)c2)no1 (stereo not drawn)	1%	-9%	?	6%	11%	2%	-6%	7%	-5%	-5
CC(C)C(NC(=O)c1ccccc1)C(=O)NC1=NCCS1 (stereo not drawn)	6%	-8%	7%	-3%	-10%	9%	-24%	2%	-1%	-1
O=C(/C=C/c1ccccc1)N1c2ccccc2Sc2ccc(C(F)(F)F)cc21	14%	-4%	-11%	1%[46.1 µM]	-9%	?	-60%[inhibitor]	0%	7%	3
CSc1cccc(NC(=O)N2CCCC(CNS(=O)(=O)Cc3ccccc3)C2)c1 (stereo not drawn)	5%	-1%	22%	-4%	-11%	3%	0%	1%	4%	16
O=C(Cc1ccc(S(=O)(=O)N2CCCCC2)s1)Nc1cccc2ccccc12	0%	0%	?	4%[46.1 µM]	-11%	-1%	13%	-12%	-6%	-8
O=C(Nc1ccc(Br)cc1)N1CCCCCCC1	-5%	1%	3%	-2%	7%	2%	27%	4%	-1%	5
CCN(c1ccc(OC)cc1)S(=O)(=O)c1nnc(NC(=O)C2CCCCC2)s1	-4%	-4%	nt	10%	-2%	-6%	21%	2%	-2%	-5
Cc1cccc(C(C)C)c1NC(=O)CN(C)Cc1cccc(F)c1	-2%	-6%	-8%	1%[46.1 µM]	-7%	21%	3%	-5%	0%	4
Cc1ccc(C(=O)N2CCCCCC2)cc1S(=O)(=O)N1CCOCC1	-6%	0%	0%	-8%	0%	0%	-18%	2%	11%	10
COc1cccc(CC(=O)OCC(=O)N(C)CC(=O)Nc2ccc(F)cc2)c1	nt	2%	nt	1%	nt	2%	?	-4%	19%	37
COc1ccc(Cl)cc1NC(=O)CCS(=O)(=O)c1ccc(C)cc1	6%	-8%	-14%	4%	-2%	-5%	-6%	6%	17%	9
COc1ccc(-n2c(O)c(/C=N/NS(=O)(=O)c3cc(C)ccc3C)c3ccccc3c2=O)cc1OC	?	?	29%	-6%[46.1 µM]	?	-1%	-6%	31%[activator]	5%	-16
COc1ccccc1-c1nnc(NC(=O)CCS(=O)(=O)c2ccccc2)o1	-2%	-1%	nt	-1%	7%	-1%	-50%[inhibitor]	2%	26%	-8
CCOC(=O)C1C(=O)CC(C)(O)C(C(=O)OCC)C1c1ccco1 (stereo not drawn)	7%	-4%	16%	5%	-1%	0%	0%	-3%	8%	9
CNC(=O)CSc1nc2ccccc2c(=O)n1-c1cc(OC)ccc1OC	-29%	-1%	nt	0%	-6%	-5%	-20%	-1%	-41%	2
O=C(CCCn1c(=S)[nH]c2ccccc2c1=O)N1CCN(c2cccc(Cl)c2)CC1	51%[activator]	-1%	10%	-9%	0%	0%	18%	-13%	-3%	16
Cc1cc(C)nc(/N=C(\N)Nc2ccccc2-c2ccccc2)n1	-14%	-3%	-22%	3%	1%	-2%	-69%[inhibitor]	-1%	6%	14
CC(C)N1C(=O)CC(Nc2ccc(N3CCOCC3)cc2)C1=O (stereo not drawn)	5%	-11%	0%	2%	12%	-3%	13%	3%	-3%	-3
O=C(Cn1cnc2c(nnn2Cc2ccccc2)c1=O)NCc1ccco1	4%	-5%	3%	-1%	-3%	-3%	23%	1%	4%	-2
Cc1cccc(-c2oc3ccccc3c2-c2ccc3c(c2)OCO3)c1	5%	3%	26%	8%	-10%	4%	1%	0%	-4%	11
N#CC(=C=[N-])c1nc2ccccc2nc1-[n+]1cccc(NC(=O)c2cccs2)c1	14%	1%	nt	0%	nt	-4%	-13%	4%	-1%	1
Cc1nnc(SCC(=O)c2ccc(Br)cc2)s1	5%	-6%	12%	-9%	-2%	4%	?	-2%	-4%	-2
CC1CCc2sc(C(=O)NC3CCN(Cc4ccccc4)CC3)cc2C1 (stereo not drawn)	nt	1%	nt	-1%	nt	27%	-64%[inhibitor]	0%	-5%	-1
CSC(=Nc1cccc(C)c1)NC#N	-1%	-3%	5%	5%[46.1 µM]	-10%	-2%	-13%	0%	3%	-1
Clc1ccc(/C=N/Nc2nnc(Cl)c3ccccc23)cc1	-1%	-5%	20%	-3%[46.1 µM]	?	-2%	9%	-2%	-2%	-2
CCn1c(SCc2nnc(-c3ccccc3)o2)nnc1-c1ccc(S(=O)(=O)N2CCCC2)cc1	13%	-9%	-3%	0%	-7%	0%	26%[7.66 µM]	3%	-2%	-12
CCOC(=O)C1=NOC(CN(c2ccccc2)S(=O)(=O)c2ccc(Cl)cc2)C1 (stereo not drawn)	-5%	-5%	0%	3%	nt	-4%	12%	-3%	-2%	2
Cc1ccc(CNC(=O)CCCn2c(=O)c3ccccc3n(CC(=O)NC3CCCC3)c2=O)cc1	40%[activator]	1%	1%	-16%	5%	-2%	1%	0%	-15%	-6
O=S(=O)(c1ccc(-c2csc(-c3cccnc3)n2)cc1)N1CCCC1	0%	-5%	26%	5%	?	11%	-17%	-4%	5%	-8
CSc1nnc(-c2cnccn2)n1C	-3%	-5%	1%	-1%[46.1 µM]	-5%	-1%	-6%	3%	-1%	-4
CC(C)c1ccc(C(=O)N2CCCN(C(=O)c3ccc(C(C)C)cc3)CC2)cc1	11%	1%	?	1%[46.1 µM]	-7%	5%	16%	1%	-2%	-18
O=C(C1=C(O)C(=O)N(CCN2CCOCC2)C1c1cccs1)c1cc2ccccc2o1 (stereo not drawn)	nt	1%	nt	-3%	nt	nt	-1%	2%	nt	nt
COc1ccc(OC)c(NC(=O)C(=O)NNC(=O)C23CC4CC(CC(C4)C2)C3)c1	-1%	2%	nt	-2%	1%	8%	-7%	4%	3%	4
O=C(CCC1CCCN(c2ncccn2)C1)NCc1ccccc1F (stereo not drawn)	-1%	-2%	-17%	-3%	9%	3%	6%	5%	4%	1
CCc1nnc(NS(=O)(=O)c2ccc(NC(=S)NC(=O)/C=C/c3ccc([N+](=O)[O-])cc3)cc2)s1	-11%	-5%	nt	6%	?	1%	14%	1%	-3%	1
Cn1c(=O)c2c(ncn2CC(O)CNc2ccc(Br)cc2)n(C)c1=O (stereo not drawn)	1%	-10%	16%	2%	-7%	-2%	-24%	-5%	-5%	-4
Cc1c(C(=O)N2CCc3ccccc3C2)oc2ccc(S(=O)(=O)N3CCCCCC3)cc12	-7%	-6%	-8%	-17%[46.1 µM]	-6%	16%	3%	-1%	0%	-1

Some of the compounds tested; the hit share may differ from the screen's.
